D2 potentiator = HTS Assay for Positive Allosteric Modulators of the Human D2 Dopamine Receptor: Primary Screen for Potentiators | D(2) dopamine receptor (Homo sapiens), P14416 | HEK293 T-REx D2, calcium flux, EC20 dopamine potentiation | potentiation, % at 10 µM | 340,000 compounds, 0.34% hits | AID 485347, 2010;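 active means potentiation over 3 SD above the plate norm, cut at about 30% in these data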; further: 0% is about no effect
Target sequence (P14416 whole entry, looked up): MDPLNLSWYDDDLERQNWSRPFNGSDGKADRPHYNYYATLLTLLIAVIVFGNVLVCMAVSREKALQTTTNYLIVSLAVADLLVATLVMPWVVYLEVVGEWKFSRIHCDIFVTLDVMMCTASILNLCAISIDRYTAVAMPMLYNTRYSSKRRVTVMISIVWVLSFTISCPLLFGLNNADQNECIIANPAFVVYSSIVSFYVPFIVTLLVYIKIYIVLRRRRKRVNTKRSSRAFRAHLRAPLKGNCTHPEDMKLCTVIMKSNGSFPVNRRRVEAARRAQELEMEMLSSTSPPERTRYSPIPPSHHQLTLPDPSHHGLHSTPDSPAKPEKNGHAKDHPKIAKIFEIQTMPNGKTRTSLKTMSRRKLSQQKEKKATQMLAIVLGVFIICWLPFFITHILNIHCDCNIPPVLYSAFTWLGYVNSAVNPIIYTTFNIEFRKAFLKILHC
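Cells plated with tetracycline inducer and held overnight at 30 C; calcium dye loaded 30–90 min at room temperature; baseline taken, compound added and read 180 s; EC20 dopamine then added and read 180 s.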
TRHR enhancer = qHTS for Small Molecule Agonists and Allosteric Enhancers of Human TRH Receptor: Primary Screen for Enhancers; Thyrotropin-releasing hormone receptor (Homo sapiens), P34981; TRHR cells, fluo-8 calcium fluorescence, EC20 TRH enhancement; enhancement, % at 2 µM; 360,000 compounds, 0.66% hits; AID 493056, 2011; in the data active means enhancement above about 30%; further: 0% is about no effect
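TRHR-expressing cells loaded with fluo-8 calcium dye were read kinetically (ex 480/em 530) during compound addition, then stimulated with an EC20 of TRH (10 nM final). Enhancement of the Gq-mediated intracellular calcium response was scored.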
D1 agonist = Allosteric Agonists of the Human D1 Dopamine Receptor: qHTS; HEK293 T-REx D1 cells, calcium flux, agonist mode; D(1A) dopamine receptor (Homo sapiens), P21728; 360,000 compounds, 1% hits; activation, % at 2 µM; further: 0% is about no effect
Target sequence (P21728 whole entry, looked up): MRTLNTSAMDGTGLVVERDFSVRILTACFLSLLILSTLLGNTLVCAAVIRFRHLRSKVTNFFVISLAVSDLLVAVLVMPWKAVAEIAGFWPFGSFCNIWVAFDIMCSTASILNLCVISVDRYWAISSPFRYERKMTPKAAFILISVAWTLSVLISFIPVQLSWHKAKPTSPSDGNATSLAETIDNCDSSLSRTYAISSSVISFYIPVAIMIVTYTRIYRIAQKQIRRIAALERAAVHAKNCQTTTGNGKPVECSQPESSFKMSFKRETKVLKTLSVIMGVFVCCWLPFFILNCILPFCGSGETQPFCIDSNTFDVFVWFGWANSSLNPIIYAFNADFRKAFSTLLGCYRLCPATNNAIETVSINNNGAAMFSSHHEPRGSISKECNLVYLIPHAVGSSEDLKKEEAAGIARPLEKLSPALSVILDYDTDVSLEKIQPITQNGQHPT
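Inducible HEK293 T-REx D1 cells, force-coupled to calcium signalling, were plated at 4000 cells/well with tetracycline and held overnight at 30 C. After no-wash calcium dye loading, compound-evoked calcium rise over 180 s flagged agonists.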
D2 antagonist = HTS Assay for Allosteric Antagonists of the Human D2 Dopamine Receptor: Primary Screen for Antagonists; D(2) dopamine receptor (Homo sapiens), P14416; HEK293 TREx D2 cells, calcium flux, dopamine EC80; inhibition, % at 10 µM; 340,000 compounds, 2% hits; in the data active means inhibition above about 30%; further: 0% is about no effect
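Measurement of antagonist activity uses fluorescent calcium dye in inducible HEK293 T-REx D2 cells: 10 s baseline, compound addition with 180 s read, EC80 dopamine addition with a further 180 s read.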
TRHR ag = qHTS for Small Molecule Agonists and Allosteric Enhancers of Human TRH Receptor: Primary Screen for Agonists | TRHR cells, calcium flux fluo-8, FDSS agonist mode | 360,000 compounds, 0.18% hits | Thyrotropin-releasing hormone receptor (Homo sapiens), P34981 | activation, % at 2 µM | AID 493084, 2011; further: 0% is about no effect
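Fluo-8-loaded TRHR cells; 10 s baseline, compound added, kinetic Ca2+ fluorescence read 1/s, agonist mode.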
RXFP1 antag = qHTS Assay for Antagonists of the Relaxin Receptor RXFP1; Relaxin receptor 1 (Homo sapiens), Q9HBX9; HEK293-RXFP1, relaxin-stimulated cAMP HTRF, 30 min; active compounds read low; activity change, negative = inhibition, % at 57.5 µM; 350,000 compounds, 0.59% hits; AID 1259400, 2018;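 active means activity change of -60% or lower, but not beyond a set lower limit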; further: on the % scale 0 is the no-effect control and ±100 the full control effect
D2 ag = HTS Assay for Allosteric Agonists of the Human D2 Dopamine Receptor: Primary Screen for Agonists. activation, % at 2 µM. 340,000 compounds, 0.53% hits. HEK293 T-REx D2 cells, calcium flux agonist mode. D(2) dopamine receptor (Homo sapiens), P14416;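 active means activation over 3 SD above normal in the single-dose calcium agonist read, cut at about 30% in these data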; further: 0% is about no effect
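In this primary screen, compounds producing a positive calcium signal within 180 s of addition to tetracycline-induced, force-coupled HEK293 Trex D2 cells are flagged; cells are dye-loaded with a no-wash calcium kit beforehand.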
D1 potentiator = Potentiators of Human D1 Dopamine Receptor: qHTS | D(1A) dopamine receptor (Homo sapiens), P21728 | HEK293 TREx D1 cells, calcium flux, dopamine EC20 potentiation | potentiation, % at 10 µM | 360,000 compounds, 0.036% hits | AID 504651, 2011; in the data active means potentiation above about 30%; further: 0% is about no effect
D1 antagonist = Antagonist of Human D 1 Dopamine Receptor: qHTS. D(1A) dopamine receptor (Homo sapiens), P21728. activity change, negative = inhibition, % at 10 µM. HEK293 TREx D1 cells, calcium flux, dopamine EC80; active compounds read low. 360,000 compounds, 3.2% hits; in the data active means activity change below about -30%; further: on the % scale 0 is the no-effect control and ±100 the full control effect
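Tetracycline-induced HEK293 T-REx cells with force-coupled D1 receptor were loaded with a no-wash calcium dye. Compound was added after a 10 s baseline and read kinetically for 180 s; EC80 dopamine was then added and calcium flux followed another 180 s.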
Numbers without * were called inactive. Unless noted, no stated cut-off is given here; in the data, active means activation above about 30%; inactive means the rest. The order is random; overall some 7.1% were active at least once.

For COc1ccc(CNC(=O)c2ccc3c(c2)N(Cc2ccccc2C)C(=O)c2ccccc2S3=O)cc1 (stereo not drawn) the results were D2 potentiator 12, TRHR enhancer 5, D1 agonist 3, TRHR ag 0.0, RXFP1 antag 6, D2 ag 0.2, D1 potentiator 0 and D1 antagonist -8.
`COC(=O)c1sccc1NC(=O)CC1C(=O)NCCN1C(=O)Nc1ccc(C(F)(F)F)cc1` (stereo not drawn) gave D2 potentiator -6, TRHR enhancer -5, D1 agonist 2, D2 antagonist 12, TRHR ag 0.7, RXFP1 antag -7, D2 ag 0.7, D1 potentiator -5 and D1 antagonist -10.
For COc1ccc(N2CCN(C(=O)COc3ccc(S(=O)(=O)N4CCOCC4)cc3C)CC2)cc1 the results were D2 potentiator -4, TRHR enhancer -3, D1 agonist 4, D2 antagonist 2, TRHR ag -0.1, RXFP1 antag -6, D2 ag 0.2, D1 potentiator -1 and D1 antagonist 8.
`CCCC1=Nc2cc(C(=O)NCCc3ccccc3)ccc2Sc2ccc(C)cc21` gave D2 potentiator -3, TRHR enhancer 0, D1 agonist 6, TRHR ag 2.6, D2 ag 0.8, D1 potentiator -2 and D1 antagonist 6.
CN(C)C1(CNC(=O)C2CCN(S(=O)(=O)c3cccc(C(F)(F)F)c3)CC2)CCCCC1 was read as D2 potentiator 4, TRHR enhancer 14, D1 agonist 2, D2 antagonist -6, TRHR ag 2.3, RXFP1 antag -4, D2 ag -0.4, D1 potentiator -9 and D1 antagonist -15.
`CC(C)C(=O)N1CCN(c2ccccc2NC(=O)c2cccc(Cl)c2)CC1` gave D2 potentiator 2, TRHR enhancer -10, D1 agonist 2, D2 antagonist 23, TRHR ag -0.8, RXFP1 antag 5, D2 ag -0.2, D1 potentiator -6 and D1 antagonist -1.
For Cc1c(OCC(=O)NCCCn2ccnc2)ccc2c3c(c(=O)oc12)CCCC3 the results were D2 potentiator 8, TRHR enhancer -4, D1 agonist 2, D2 antagonist 21, TRHR ag 0.0, RXFP1 antag 3, D2 ag -2.2, D1 potentiator 9 and D1 antagonist -1.
`NC(=O)CSc1nccn1Cc1ccc(Cl)cc1` gave D2 potentiator -8, TRHR enhancer -8, D1 agonist 3, D2 antagonist 16, TRHR ag 0.5, RXFP1 antag -30, D2 ag 0.7, D1 potentiator -4 and D1 antagonist -18.
For CCC(C)NC(=O)CN(c1ccc(OC)cc1)S(=O)(=O)c1ccc(NC(C)=O)cc1 (stereo not drawn) the results were D2 potentiator 3, TRHR enhancer 1, D1 agonist 3, D2 antagonist 7, TRHR ag 0.2, RXFP1 antag -4, D2 ag 0.2, D1 potentiator -9 and D1 antagonist 1.
For COc1cccc(C(=O)N2CCN=C2SCc2cccnc2)c1OC the results were D2 potentiator -1, TRHR enhancer 1, D1 agonist 6, D2 antagonist 5, TRHR ag 0.1, D2 ag 0.5 and D1 antagonist -4.
`Cc1ccc(Cn2nc(C)c(C(=O)N3CCN(S(=O)(=O)/C=C/c4ccccc4)CC3)c2C)cc1` gave D2 potentiator -10, TRHR enhancer -12, D1 agonist 13, D2 antagonist -3, TRHR ag 1.5, RXFP1 antag 12, D2 ag 0.2, D1 potentiator -1 and D1 antagonist -1.
CCC(=O)Nc1ccc(C(=O)c2ccccc2)cc1 was read as D2 potentiator 1, TRHR enhancer -6, D1 agonist 1, D2 antagonist 4, TRHR ag -0.3, RXFP1 antag -19, D2 ag 0.1, D1 potentiator -2 and D1 antagonist -5.
For CCOC(=O)C1=C(COC(=O)C2(C)CC2(Cl)Cl)NC(=O)NC1c1ccccc1 (stereo not drawn) the results were D2 potentiator -13, TRHR enhancer -2, D1 agonist 5, D2 antagonist -13, TRHR ag 0.6, RXFP1 antag 0, D2 ag 0.6, D1 potentiator -5 and D1 antagonist -19.
For O=C(COC(=O)Cc1ccccc1F)NCCc1ccccc1 the results were D2 potentiator 18, TRHR enhancer -7, D1 agonist 2, D2 antagonist -14, TRHR ag -0.6, RXFP1 antag 6, D2 ag -1.7, D1 potentiator -3 and D1 antagonist -27.
COCCCN1C(=O)C(=O)/C(=C(/O)c2ccc(OCC(C)C)cc2C)C1c1cccnc1 (stereo not drawn) was read as D2 potentiator 4, TRHR enhancer -1, D1 agonist 2, D2 antagonist -4, TRHR ag -0.4, RXFP1 antag 17, D2 ag -0.3, D1 potentiator -4 and D1 antagonist -3.

Of the compounds above, these contain fluorine:
`COC(=O)c1sccc1NC(=O)CC1C(=O)NCCN1C(=O)Nc1ccc(C(F)(F)F)cc1` (stereo not drawn) gave D2 potentiator -6, TRHR enhancer -5, D1 agonist 2, D2 antagonist 12, TRHR ag 0.7, RXFP1 antag -7, D2 ag 0.7, D1 potentiator -5 and D1 antagonist -10.
CN(C)C1(CNC(=O)C2CCN(S(=O)(=O)c3cccc(C(F)(F)F)c3)CC2)CCCCC1 was read as D2 potentiator 4, TRHR enhancer 14, D1 agonist 2, D2 antagonist -6, TRHR ag 2.3, RXFP1 antag -4, D2 ag -0.4, D1 potentiator -9 and D1 antagonist -15.
For O=C(COC(=O)Cc1ccccc1F)NCCc1ccccc1 the results were D2 potentiator 18, TRHR enhancer -7, D1 agonist 2, D2 antagonist -14, TRHR ag -0.6, RXFP1 antag 6, D2 ag -1.7, D1 potentiator -3 and D1 antagonist -27.

Next part:
For CC(Sc1ncnc2sccc12)C(=O)Nc1ccc(C(N)=O)cc1 (stereo not drawn) the results were D2 potentiator 22, TRHR enhancer 6, D1 agonist 8, D2 antagonist 0, TRHR ag 0.1, RXFP1 antag -2, D2 ag 0.3, D1 potentiator -8 and D1 antagonist -10.
`CC(=O)NCC(=O)N(Cc1ccco1)C1(C(=O)NC2CCCC2)CCCCC1` gave D2 potentiator 5, TRHR enhancer 2, D1 agonist 1, D2 antagonist 22, TRHR ag -0.1, RXFP1 antag -10, D2 ag 0.0, D1 potentiator -1 and D1 antagonist -8.
CC1CCCCN1CCCNc1ccc(C(CC(N)=O)NC(=O)Cc2ccc(Br)cc2)cc1[N+](=O)[O-] (stereo not drawn) was read as D2 potentiator 1, TRHR enhancer 4, D1 agonist 2, D2 antagonist -2, TRHR ag -0.1, D2 ag 8.1, D1 potentiator 3 and D1 antagonist 2.
C=CCNC(=S)NNC(=O)c1cc(Cl)ccc1OC was read as D2 potentiator -12, TRHR enhancer 15, D1 agonist 1, TRHR ag -0.8, RXFP1 antag 5, D1 potentiator -5 and D1 antagonist 3.
`Cc1ccc(NC(=O)CSc2nc3c(cc2C#N)C(=O)CCC3)cc1S(=O)(=O)N(C)C` gave D2 potentiator 9, TRHR enhancer -7, D1 agonist 0, D2 antagonist -10, TRHR ag -2.0, RXFP1 antag -17, D2 ag -2.2, D1 potentiator 0 and D1 antagonist 6.
For Cc1nnc(SCc2nc3scc(-c4ccccc4)c3c(=O)[nH]2)s1 the results were D2 potentiator 6, TRHR enhancer 3, D1 agonist 4, D2 antagonist -4, TRHR ag 0.5, RXFP1 antag 4, D2 ag 0.8, D1 potentiator -4 and D1 antagonist 0.
For O=C(O)CCCNc1ccc(S(=O)(=O)Nc2ccccc2C(=O)O)cc1C(=O)O the results were D2 potentiator -4, TRHR enhancer 5, D1 agonist -1, D2 antagonist 12, TRHR ag -0.3, RXFP1 antag 2, D2 ag 0.6, D1 potentiator -8 and D1 antagonist 11.
For COc1ccc(/C=N/NC(=O)c2[nH]ncc2Br)c(OC)c1 the results were D2 potentiator -2, TRHR enhancer 19, D1 agonist -1, D2 antagonist -13, TRHR ag -0.3, RXFP1 antag 11, D2 ag 0.5, D1 potentiator -4 and D1 antagonist -6.
For CCOC(=O)C1(O)CC(C)=NN1C(=O)c1cccc(Br)c1 (stereo not drawn) the results were D2 potentiator -3, TRHR enhancer 0, D1 agonist 2, D2 antagonist 6, TRHR ag 0.4, RXFP1 antag -19, D2 ag -0.6, D1 potentiator 0 and D1 antagonist -10.
Cc1cc(Cl)cc(Cl)c1OCCN1CCCC1 was read as D2 potentiator 5, TRHR enhancer 7, D1 agonist 3, D2 antagonist -1, TRHR ag 0.3, RXFP1 antag 0, D2 ag -0.5, D1 potentiator 0 and D1 antagonist -31*.
`CCOC(=O)c1[nH]c(C)c(C(=O)NCCCOC(C)C)c1C` gave D2 potentiator -6, TRHR enhancer 5, D1 agonist 5, D2 antagonist 8, TRHR ag -0.8, RXFP1 antag -8, D2 ag -0.7, D1 potentiator -2 and D1 antagonist -4.
`COc1ccc(S(=O)(=O)NC2(C(F)(F)F)N=C(c3ccccc3)NC2=O)cc1` (stereo not drawn) gave D2 potentiator 2, TRHR enhancer 0, D1 agonist 2, D2 antagonist 7, TRHR ag 0.3, RXFP1 antag 19, D2 ag -0.3, D1 potentiator 0 and D1 antagonist 1.
Screening Cc1ccc(SCCC(=O)NCC2CCCO2)cc1 (stereo not drawn) returned D2 potentiator 10, TRHR enhancer -1, D1 agonist 3, D2 antagonist 0, TRHR ag -1.5, RXFP1 antag -7, D2 ag 0.3, D1 potentiator 0 and D1 antagonist -2.
CCn1cc(C(=O)NCCO)c(=O)c2cc(F)c(N3CCN(C)CC3)cc21 was read as D2 potentiator -3, TRHR enhancer -20, D1 agonist 3, D2 antagonist 4, TRHR ag -0.9, RXFP1 antag -6, D2 ag 0.1, D1 potentiator 1 and D1 antagonist -5.
For COC(=O)c1c(NC(=O)c2ccccc2[N+](=O)[O-])sc2c1CC(C)(C)NC2(C)C the results were D2 potentiator -6, TRHR enhancer 1, D1 agonist 4, D2 antagonist 2, TRHR ag 0.1, RXFP1 antag -15, D2 ag -0.5, D1 potentiator -3 and D1 antagonist 3.
`CC1c2cc3c(cc2CCN1C(=O)c1cccc(F)c1)OCCCO3` (stereo not drawn) gave D2 potentiator 2, TRHR enhancer -8, D1 agonist 1, D2 antagonist -1, TRHR ag -1.2, RXFP1 antag -2, D2 ag -1.1, D1 potentiator 6 and D1 antagonist -20.
Screening CCc1ccc(-n2c(=S)sc3c(=O)n(-c4ccccc4C)c(SCC(=O)O)nc32)cc1 returned D2 potentiator -3, TRHR enhancer 1, D1 agonist 1, D2 antagonist 5, TRHR ag 0.2, RXFP1 antag -19, D2 ag -0.3, D1 potentiator -9 and D1 antagonist -20.
